Screens from PubChem BioAssay.
Rab9 prom act: activates the Rab9 promoter | Huh7 Rab9 promoter-luciferase reporter, luminescence, 24 h | Potency, µM (highest dose often 9.22 µM), inactives show top-dose activation, negative = inhibition, hits mostly activators | hit rate 2.8% among 320,000; note: potency is the fitted concentration of half-maximal effect; % of control where 0% means no effect; nearly all actives have a fitted effect of over 60% in size
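Stable Rab9-luc Huh7, 1500 cells/well, 2 h settle; cmpd in DMSO, 24 h, 37 °C/5% CO2; luciferase reagent 10 min RT; luminescence.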
Giardia kill: kills Giardia lamblia. Giardia lamblia trophozoite viability. activity change, % at 7.66 µM, hits read low. hit rate 0.15% among 340,000. AID 540267; in the data active = activity change below about -80%; inconclusive = between about -30% and that limit;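 note: parasites exposed to compound for two days anaerobically before the ATP read; % is set by controls: 0 for no effect and ±100 for the full control effect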
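Each well holds 100 Giardia trophozoites and compound. After two days (48 hrs) at 37 deg C in anaerobic conditions, ATP is quantified by luminescence.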
ELG1 genotoxic: induces genotoxicity in HEK293T cells with luciferase-tagged ELG1; Potency, µM (series often up to 46 µM), inactives show at the highest dose activity change, positive = activation, actives largely listed as activators; HEK293T ELG1-luciferase reporter, luminescence, 16 h; hit rate 1.3% among 330,000; note: potency is the fitted concentration of half-maximal effect; % of control where 0% means no effect; nearly all actives have a fitted effect of over 60% in size
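Luminescence read-out: rising ELG1-luciferase signal, reflecting elevated ELG1 protein under genetic stress, flags genotoxic compounds. Cells were treated for 16 hr at 37 °C before ONE-Glo detection.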
PKM2 activator: activators of human pyruvate kinase M2 | Potency, µM (doses to about 57.5 µM), without a hit: at the top dose activation, usual class: activators | P14618 | purified PKM2, Kinase-Glo ATP luminescence, activation; response scale: 0% is enzyme alone, no compound | hit rate 0.34% among 260,000; note: potency is the fitted concentration of half-maximal effect; % is set by controls: 0 for no effect and ±100 for the full control effect; nearly all actives have a fitted effect of over 55% in size
Target sequence (P14618 whole entry, looked up): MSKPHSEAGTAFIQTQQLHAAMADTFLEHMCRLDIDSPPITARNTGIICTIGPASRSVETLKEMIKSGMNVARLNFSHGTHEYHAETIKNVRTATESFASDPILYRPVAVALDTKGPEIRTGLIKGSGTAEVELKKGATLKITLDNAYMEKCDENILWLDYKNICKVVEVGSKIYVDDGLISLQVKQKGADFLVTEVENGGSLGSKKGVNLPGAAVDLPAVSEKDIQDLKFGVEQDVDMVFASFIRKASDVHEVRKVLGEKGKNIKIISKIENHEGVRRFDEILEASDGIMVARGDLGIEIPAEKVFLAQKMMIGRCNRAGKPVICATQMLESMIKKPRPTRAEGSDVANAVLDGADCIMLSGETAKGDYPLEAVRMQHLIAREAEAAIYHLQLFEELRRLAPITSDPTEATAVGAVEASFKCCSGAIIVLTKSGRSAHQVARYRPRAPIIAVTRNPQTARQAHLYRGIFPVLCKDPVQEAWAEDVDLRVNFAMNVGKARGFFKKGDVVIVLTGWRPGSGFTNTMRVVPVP
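ATP formation by purified human PK-M2, quantified via coupled luciferase luminescence after 1 h at room temperature with 0.1 mM ADP and 0.5 mM PEP final.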
BRCA1 expr act: increases BRCA1 expression; MCF7-BRCA1-FFLuc reporter, luminescence, 48 h; response scale: scaled: vehicle 0%, 10 µM genistein 100%; Potency, µM (doses to about 46.1 µM), for inactives: top-dose activation, hits mostly activators; hit rate 1.1% among 380,000; note: potency is the fitted concentration of half-maximal effect; nearly all actives have a fitted effect of over 80% in size; some results filed as inactive show a strong effect at the top dose
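Compounds are tested at multiple concentrations on MCF7 BRCA1-luciferase reporter cells seeded at 2000 per well; after 48 h, a single luminescence end-point is taken and curves fitted to the normalized data.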
RORgamma inh: blocks mouse ROR gamma transcriptional activity; P51450; Potency, µM (doses to about 53.6 µM), for inactives: top-dose activity change, negative = inhibition, usual class: inhibitors; Drosophila S2 Gal4-RORgamma UAS-luciferase reporter, 20 h; hit rate 5.4% among 310,000; note: potency is the fitted concentration of half-maximal effect; % is set by controls: 0 for no effect and ±100 for the full control effect; nearly all actives have a fitted effect of over 60% in size
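A Gal4/UAS one-hybrid system in insect cells: metallothionein-promoter Gal4–ROR gamma fusion plus Photinus luciferase reporter. Copper sulfate 700 uM final, 20 hr ambient incubation, luminescent detection after 10 min with reagent.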
NPC1 promoter act: NPC1 promoter activation; Huh7 NPC1 promoter luciferase reporter, 24 h; Potency, µM (highest dose often 9.22 µM), inactives show at the top dose activation, usual class: activators; hit rate 2.4% among 320,000;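 note: potency is the fitted concentration of half-maximal effect; % of control where 0% means no effect; nearly all actives have a fitted effect of over 60% in size; reporter is driven by a mutant NPC1 promoter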
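Huh7 cells stably carrying NPC1 promoter–luciferase, plated in Opti-MEM with 10% FBS for 2 h, were exposed to compound in DMSO for 24 h at 37 °C; luciferase reagent was added for 10 min and luminescence read.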
Menin MLL FP TR: inhibitors of human menin-MLL interaction, mutant MLL peptide. O00255. Menin + Texas Red MLL mutant peptide, fluorescence polarization. Potency, µM (titrated, usually from 61.6 µM), inactives show top-dose FP activity change, negative = inhibition, actives largely listed as inhibitors. AID 1768. hit rate 0.23% among 270,000; active = well fitted inhibition curve with a large enough effect in the polarisation, with a control signal flat, not every such curve was filed as active; inconclusive = small, poorly fitted or top-dose-only effect, or effect the other way, or a change in a side signal; inactive = no such curve, though single readings can be large or run the other way; the % refers to the polarisation; note: potency is the fitted concentration of half-maximal effect; % of control where 0% means no effect; many of its hits are not listed in these tables
FLuc modulator: counter-screen for miR-21 project: firefly luciferase inhibitors or activators; P08659; purified FLuc, Km substrates, luminescence inhibition; Potency, µM (series often up to 57.5 µM), for the others: at the highest dose activity change, negative = inhibition, most hits filed as inhibitors; hit rate 6.9% among 360,000;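 note: potency is the fitted concentration of half-maximal effect; plate controls were vehicle for no effect and reference inhibitor for full effect; nearly all actives have a fitted effect of over 55% in size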
Target sequence (P08659 whole entry, looked up): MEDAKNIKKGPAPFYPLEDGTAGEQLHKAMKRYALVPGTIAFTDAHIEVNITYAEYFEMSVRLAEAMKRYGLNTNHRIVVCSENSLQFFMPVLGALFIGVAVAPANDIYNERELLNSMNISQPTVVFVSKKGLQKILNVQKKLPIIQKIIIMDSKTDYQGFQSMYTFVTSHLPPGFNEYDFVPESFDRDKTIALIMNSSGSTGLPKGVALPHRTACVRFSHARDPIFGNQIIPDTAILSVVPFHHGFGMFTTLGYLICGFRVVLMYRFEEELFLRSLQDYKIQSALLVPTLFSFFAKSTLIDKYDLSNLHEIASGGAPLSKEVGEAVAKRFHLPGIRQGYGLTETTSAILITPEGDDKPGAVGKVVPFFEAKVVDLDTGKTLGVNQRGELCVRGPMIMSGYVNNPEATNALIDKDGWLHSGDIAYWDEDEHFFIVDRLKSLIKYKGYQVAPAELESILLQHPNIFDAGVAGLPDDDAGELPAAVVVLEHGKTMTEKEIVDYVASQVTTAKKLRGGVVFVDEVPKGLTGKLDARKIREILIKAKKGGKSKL
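Purified P. pyralis luciferase (10nM final) with 10uM D-luciferin and 10uM ATP (Km levels) in 50mM Tris acetate pH 7.5, 10mM Mg acetate, 0.01% Tween-20, 0.05% BSA; qHTS 6-point titration, ~60 µM downward; luminescence read.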
Gal4-VP16 FLuc: inhibits Gal4-VP16 luciferase reporter, ROR gamma counter-screen | Drosophila S2 Gal4-VP16 UAS-luciferase, luminescence, 20 h | Potency, µM (series often up to 53.6 µM), without a hit: at the top dose activity, negative = inhibition, actives largely listed as inhibitors | hit rate 3.5% among 310,000;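 note: Gal4-VP16 expression switched on by copper sulfate through the metallothionein promoter; potency is the fitted concentration of half-maximal effect; % is set by controls: 0 for no effect and ±100 for the full control effect; nearly all actives have a fitted effect of over 50% in size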
p53 reactivator: re-activators of mutant p53. AID 504706. H1299 p53-A138V BP100-luciferase reporter, luminescence, 24 h. hit rate 0.063% among 320,000. Potency, µM (series often up to 92.2 µM), for inactives: at the highest dose activity change, positive = activation, usual class: activators; note: potency is the fitted concentration of half-maximal effect; % of control where 0% means no effect; nearly all actives have a fitted effect of over 45% in size
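p53-null H1299 cells stably carrying temperature-sensitive p53-A138V and a BP100-luciferase reporter were pinned with compounds (4-point, 1:5 series) and held 24 hrs at 37 deg C. Luminescence was read 10 min after detection reagent.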
Numbers without * were called inactive; u = inconclusive; x = no result given; & = joins results of further samples; [ ] = remark or other dose. Unless noted, calls come from the whole dose curve; as a rule, active = well fitted curve in the direction sought with a large enough effect; inconclusive = small, poorly fitted or top-dose-only effect, or another doubt; inactive = no such curve, though single readings can be large; an effect the other way counts as inactive or inconclusive. This is a subset; rates above refer to the full screens.

The opening 2 entries (preview)
SMILES	Rab9 prom act	Giardia kill	ELG1 genotoxic	PKM2 activator	BRCA1 expr act	RORgamma inh	NPC1 promoter act	Menin MLL FP TR	FLuc modulator	Gal4-VP16 FLuc	p53 reactivator
O=C(Nc1ncc([N+](=O)[O-])s1)C1COc2ccccc2O1 (configuration not stated)	u	-95.9*	-1.2%	-15.3%	-15.6%	u	3.55µM*	x	21.3µM*	u	-0.1%
CCCn1c(SCC(=O)Nc2nc(C)c(C(=O)OC)s2)nnc1C(C)C	-2.7%	3.5	0.0%	3.2%	13.0%	40.3%	-1.1%	-2.0%	-1.3%	1.0%	1.2%

The list itself (from the top)
SMILES	Rab9 prom act	Giardia kill	ELG1 genotoxic	PKM2 activator	BRCA1 expr act	RORgamma inh	NPC1 promoter act	Menin MLL FP TR	FLuc modulator	Gal4-VP16 FLuc	p53 reactivator
O=C(Nc1ncc([N+](=O)[O-])s1)C1COc2ccccc2O1 (configuration not stated)	u	-95.9*	-1.2%	-15.3%	-15.6%	u	3.55µM*	x	21.3µM*	u	-0.1%
CCCn1c(SCC(=O)Nc2nc(C)c(C(=O)OC)s2)nnc1C(C)C	-2.7%	3.5	0.0%	3.2%	13.0%	40.3%	-1.1%	-2.0%	-1.3%	1.0%	1.2%
O=C(CSc1n[nH]c(-c2ccccc2)n1)Nc1ccccc1O	3.6%	0.5	-8.8%	-14.0%	-33.6%	43.4%	-2.7%	6.1%	-10.4%	8.3%	17.5%
COC(=O)Cc1ccc(NC(=S)NCc2ccc(Cl)cc2)cc1	-0.7%	14.8	-3.8%	1.0%	-5.5%	u	-1.4%	23.0%	-2.1%	u	-2.5%
O=C(c1ccc(N2CCN(C(=O)c3ccc(F)cc3F)CC2)cc1)c1cccc(F)c1	-1.5%	20.6	-6.9%	x	-21.0%	30.9%	-5.2%	x	-0.9%	u	-5.8%
CCCCNC(=S)Nc1cccc(C(C)=O)c1	-9.2%	1.8	-0.3%	-4.4%	-5.7%	u	0.5%	7.6%	-4.1%	u	7.8%
COc1ccc(S(=O)(=O)NCCc2ccccc2)c2cccnc12	0.8%	4.7	-2.6%	x	-15.2%	0.0%	-4.0%	-18.3%	0.6%	-2.9%	-3.6%
COC(=O)C(C)(C(=O)OC)c1ccc([N+](=O)[O-])cn1	4.1%	-13.6	2.9%	-5.0%	-0.2%	-11.9%	2.3%	15.6%	0.1%	2.2%	2.7%
CNS(=O)(=O)c1cccc(C(=O)OCc2cc(C(C)=O)ccc2OC)c1	17.1%	1.3	0.5%	u	0.0%	-6.1%	15.0%	-9.1%	1.4%	6.6%	-4.9%
CCOC(=O)C1CCN(c2ncnc3cc(OC)c(OC)cc23)CC1	-3.9%	-5.6	-2.2%	0.2%	-8.1%	5.5%	-2.7%	x	5.9%	-9.2%	-5.2%
C=CCN1CCc2c(cc(O)c(O)c2Br)[C@@H](c2ccccc2)C1	-22.3%[46.1 µM]	6.8	x	x	-1.5%	x	1.9%[46.1 µM]	4.1%	x	x	x
Cc1ccn(C)c(=N)c1	0.1%	10.7	-0.6%	2.5%	-6.5%	-9.0%	0.7%	20.9%	-1.6%	-3.9%	0.7%
O=C(OCCc1cc2ccccc2c(=O)o1)c1ccc(C(F)(F)F)cc1	1.5%	-20.3	3.4%	x	0.0%	x	-4.9%	x	5.1%	x	-0.5%
Clc1ccc(CNc2nc(N3CCOCC3)nc(N3CCOCC3)n2)cc1	1.9%	-13.1	1.4%	7.1%	-38.4%	16.9%	-3.1%	-2.8%	5.9%	-0.4%	-0.4%
COc1ccc(C(CNC(=O)c2ccc(NS(=O)(=O)c3ccc(F)c(C)c3)cc2)N(C)C)cc1 (configuration not stated)	1.8%	9.5	0.0%	x	1.8%	x	2.0%	x	4.5%	x	16.6%
CCN(CC)S(=O)(=O)c1ccc(C)c(NC(=O)COC(=O)c2ccc(C)c(S(=O)(=O)N3CCOCC3)c2)c1	2.4%	-1.2	-0.9%	1.7%	-0.7%[1.84 µM]	20.6%	-0.5%	-0.2%	3.3%	4.4%	0.2%
COc1ccc(C(=O)c2c[nH]c(C(=O)NCc3cccnc3)c2)cc1	-4.6%	9.7	-3.3%	-5.7%	-9.7%	18.1%	-0.2%	2.9%	-12.5%	15.4%	4.0%
O=C(COC(=O)/C=C/c1cccc(C(F)(F)F)c1)NC1CCCCCC1	-2.7%	12.2	2.3%	x	59.7%	x	-2.3%	x	-1.1%	x	-4.9%
Nc1c(C(=O)N/N=C/c2ccc([N+](=O)[O-])cc2)sc2nnc(-c3ccccc3)c(-c3ccccc3)c12	-5.3%	1.6	-0.5%	-6.1%	3.2%	-11.9%	-0.7%	x	-1.1%	2.4%	1.4%
O=c1/c(=C\c2ccc(F)cc2)sc2n1CCCN=2	u	1.5	u	-5.1%	71.0%	u	u	3.9%	13.5µM*	4.6%	13.9%
Cc1cccc(N2CCN(C(=O)c3ccccn3)CC2C)c1 (configuration not stated)	-0.6%	8.4	-0.1%	0.5%	-0.5%	13.7%	-1.1%	-13.0%	-1.1%	15.3%	-4.1%
CCn1cc(C(=O)NCC2CCCO2)c2cc(OC)c(OC)cc2c1=O (configuration not stated)	-4.6%	-5.9	-0.5%	-5.9%	2.7%	-2.5%	-0.5%	-8.5%	4.4%	-2.7%	-12.3%
Cc1ccc(-n2cccn2)c(CN2CCC(CO)(CCc3ccccc3)CC2)c1	-3.6%	8.3	-5.0%	0.2%	-16.9%	19.5%	-1.2%	u	-0.4%	4.8%	-4.8%
O=C(O)C1CCCN1S(=O)(=O)c1ccc(Cl)cc1 (configuration not stated)	-1.6%	26.1	-1.6%	x	-6.7%	13.8%	1.2%	-11.7%	-0.5%	2.1%	-5.3%
CCCCc1cc(=O)oc2cc(OCc3nn[nH]n3)c(Cl)cc12	7.4%	-15.0	1.3%	0.9%	-5.7%	0.0%	0.0%	2.0%	1.9%	5.6%	5.7%
CC(=O)Nc1nc(C(=O)O)cs1	-2.5%	7.8	-0.6%	x	-11.4%	5.8%	-2.6%	11.4%	2.2%	-1.0%	-1.3%
CCCCn1c(SCC(=O)Nc2nnc(C)s2)nc2c1c(=O)n(C)c(=O)n2C	-0.7%	-23.3	0.3%	-1.4%	11.6%	-0.8%	-3.1%	-1.9%	0.3%	-7.1%	15.8%
Nc1cccc([N+](=O)[O-])c1	-0.1%	-1.8	2.7%	0.1%	3.6%	16.9%&6.0%	0.3%	-6.8%	0.5%	-0.4%&0.2%	-6.1%
CCOc1ccc(NC(=O)CC2C(=O)N(c3ccccc3)C(=S)N2Cc2ccccn2)cc1 (configuration not stated)	-7.4%	-23.2	-5.6%	4.1%	4.4%	u	-4.7%	u	3.6%	10.6%	-2.3%
COc1ccc(C2=NOC(Cn3nc(C(=O)NCc4ccc(OC(F)(F)F)cc4)cc3-c3ccccc3)C2)cc1 (configuration not stated)	-7.3%	0.9	0.7%	x	0.0%	x	-3.9%	x	-1.2%	x	-6.8%
Cc1ccc(C(=O)N/C(=C\c2ccc3c(c2)OCO3)C(=O)Nc2ccc(C(=O)O)cc2)cc1	0.2%	-20.0	2.1%	1.2%	19.6%	0.1%	0.5%	17.6%	0.2%	-2.6%	-1.1%
Cn1c(CNC(=O)Cc2ccc3c(c2)OCO3)nnc1SCc1ccccc1	3.1%	3.1	1.7%	u	0.0%	-44.7%	-1.3%	2.1%	-0.7%	4.7%	-6.6%
O=C(COc1ccccc1[N+](=O)[O-])Nc1ccc(CN2CCOCC2)cc1	-4.7%	-7.0	0.1%	-21.9%	1.9%	17.5%	-0.2%	-5.7%	-16.1%	3.4%	0.1%
Cc1ccc(NC(=O)C2CCN(C(=O)OC(C)(C)C)CC2)cc1S(=O)(=O)N1CCCCC1	-0.1%	3.0	-7.8%	x	-19.5%	x	-4.5%	x	x	x	-3.6%
COCc1cc(=O)[nH]c(SC)n1	1.0%	-24.5	-1.6%	u	-0.4%	-1.9%	-5.4%	x	-4.3%	-2.5%	-0.4%
Cc1oc(-c2cccs2)nc1CS(=O)CC(=O)NCc1ccc2c(c1)OCO2 (configuration not stated)	18.5%	-0.5	-0.1%	-3.9%	-6.5%	-30.4%	3.5%	x	-3.8%	7.0%	-3.5%
O=C(CNCc1ccccc1)Nc1ccccc1-c1ccccc1	-2.2%	10.6	-4.0%	3.3%	10.0%	-4.2%	-2.6%	2.8%	-0.2%	0.2%	2.5%
CC(C)c1cc(CNC(=O)C2CCC(=O)N(CCc3ccc(Cl)cc3)C2)on1 (configuration not stated)	0.3%	-3.5	-1.0%[9.26 µM]	x	-35.8%	13.2%	0.2%	-15.2%	1.8%	-1.1%	7.0%
O=C(N/C=N/O)C1=NOC(CNc2ncc(C(F)(F)F)cc2Cl)C1 (configuration not stated)	-7.0%	4.8	u	5.6%	23.9%	23.3%	-1.7%	-1.0%	3.1%	0.6%	5.2%
